Calpain2 inh = calpain II (pig) inhibition | 220,000 compounds, 0.37% hits | AID 1236 | inhibition, % at 16 µM | purified calpain II, fluorogenic peptide substrate, 30 min;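 active = inhibition above about 50%, limit read from the data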
eIF4E 4G PPI = eIF4E/eIF4G interaction inhibition in translation initiation. AID 782. TR-FRET eIF4E-eIF4GI(517-606) binding, 2 h. 220,000 compounds, 0.37% hits. inhibition, % at 21.7 µM. P63073+Q04637;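 active = inhibition above about 30%, limit read from the data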;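 also: 0% = full FRET control wells and 100% = background wells lacking eIF4GI fragment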
TNF death inh = blocks TNF-alpha induced death of Jurkat FADD-/- cells | Jurkat FADD-/- TNF necroptosis rescue, ATP luminescence, 24 h; 0 = TNF only, 100 = no-TNF cells | activation (protection from cell death), % at 10 µM | 220,000 compounds, 0.068% hits | AID 463075;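 active = activation, meaning protection from cell death, of at least 50% relative to plate controls; inactive = activation below 50%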;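 also: necroptosis triggered by 40 ng/mL TNF-alpha added together with compound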
Cl transport mod = KCC2 (human) Cl- transport modulation; B-score of Tl+ flux slope (higher = more flux/activation; lower = inhibition) at 10 µM; Q9H2X9; KCC2 cells, thallium flux FluoZin-2 fluorescence; 190,000 compounds, 2.2% hits;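 active = thallium flux slope and its plate-corrected score both differing from the plate sample mean at a set confidence after two filtering rounds, in either direction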;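 also: slope of fluorescence scaled to starting intensity during 10 to 20 s after thallium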
PERK inhibitor = human PERK inhibition, primary cell-based screen | CHO PERK-DD fusion, SEAP luminescence translation reporter | inhibition, % at 5.6 µM | AID 1416 | 220,000 compounds, 0.17% hits | Q9NZJ5;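 active = inhibition above the mean inhibition of all tested compounds plus 3 SD, set separately per screening campaign, cut at about 2.9% in these data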;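 also: PERK kinase domain activated by AP20187 dimerizer at 100 nM; 0% = DMSO with dimerizer and 100% = rapamycin at 8.4 µM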
EBV gp42 inh = EBV gp42 inhibition; Q1HVG2; Fluorescence polarization binding assay, mP read-out; inhibition, % (tested at 21.74 µM); 220,000 compounds, 0.42% hits; in the data active = inhibition above about 50%
Target sequence (Q1HVG2 whole entry, looked up): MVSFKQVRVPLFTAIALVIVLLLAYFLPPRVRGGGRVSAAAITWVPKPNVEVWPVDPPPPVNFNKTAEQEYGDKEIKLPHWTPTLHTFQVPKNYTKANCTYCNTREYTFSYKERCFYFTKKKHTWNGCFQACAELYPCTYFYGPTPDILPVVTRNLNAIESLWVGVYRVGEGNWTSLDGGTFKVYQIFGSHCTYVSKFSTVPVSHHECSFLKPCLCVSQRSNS
L929 necroptosis = L929 zVAD cell death inhibition; L929 zVAD necroptosis rescue, ATP luminescence, 24 h; with zVAD 60 µM; viability rescue, % at 10 µM; 220,000 compounds, 0.38% hits;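 active = activation, scaled between plate controls, above about 75%, limit read from the data; inactive = activation under that limit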;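 also: 0% = zVAD with DMSO and 100% = DMSO alone without zVAD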
Rad51 HR inh = Rad51 (human) homologous recombination inhibition | hRad51 DNA strand exchange, fluorescence dequenching | inhibition, % at 10 µM | 200,000 compounds, 0.085% hits | AID 1385;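 active = inhibition above 40% at the single screening dose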;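 also: 0% = DMSO control wells and 100% = blanks with heterologous ssDNA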
Target sequence (Q06609 whole entry, looked up): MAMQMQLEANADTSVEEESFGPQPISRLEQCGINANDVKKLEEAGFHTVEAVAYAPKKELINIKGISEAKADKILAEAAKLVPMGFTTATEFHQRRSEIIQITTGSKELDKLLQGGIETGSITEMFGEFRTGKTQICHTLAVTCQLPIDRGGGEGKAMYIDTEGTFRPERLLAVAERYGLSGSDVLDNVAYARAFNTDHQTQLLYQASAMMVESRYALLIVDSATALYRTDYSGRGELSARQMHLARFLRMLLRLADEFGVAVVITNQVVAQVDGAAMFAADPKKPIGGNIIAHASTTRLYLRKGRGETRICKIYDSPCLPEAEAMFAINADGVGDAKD
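Test system: preformed human Rad51 ssDNA filaments; also added: Donor/quencher-labelled 47-bp dsDNA substrate; doses: 10 µM final, single point; times: 37 °C 15-min filament assembly, 30-min compound preincubation, 15-min exchange; detection: FRET fluorescence dequenching, excitation 485 nm, emission 520 nm; read-out basis: Fluorescence-based percent inhibition, control- and blank-normalised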
Mdm2 ligase inh = inhibitors of human Mdm2 E3 ubiquitin ligase | Q00987 | cell-based MDM2 ubiquitination luciferase reporter, 2 h; 0 = plate control, 100 = twice control, blank-subtracted | signal enhancement, % at 5 µM | 210,000 compounds, 0.11% hits | AID 1230;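 active = signal enhancement of 30% or more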;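 also: luminescence tracks abundance of the self-degrading MDM2-luciferase fusion protein; higher signal means inhibition of MDM2 E3 ligase activity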
Target sequence (Q00987 whole entry, looked up, the tested form may be a part): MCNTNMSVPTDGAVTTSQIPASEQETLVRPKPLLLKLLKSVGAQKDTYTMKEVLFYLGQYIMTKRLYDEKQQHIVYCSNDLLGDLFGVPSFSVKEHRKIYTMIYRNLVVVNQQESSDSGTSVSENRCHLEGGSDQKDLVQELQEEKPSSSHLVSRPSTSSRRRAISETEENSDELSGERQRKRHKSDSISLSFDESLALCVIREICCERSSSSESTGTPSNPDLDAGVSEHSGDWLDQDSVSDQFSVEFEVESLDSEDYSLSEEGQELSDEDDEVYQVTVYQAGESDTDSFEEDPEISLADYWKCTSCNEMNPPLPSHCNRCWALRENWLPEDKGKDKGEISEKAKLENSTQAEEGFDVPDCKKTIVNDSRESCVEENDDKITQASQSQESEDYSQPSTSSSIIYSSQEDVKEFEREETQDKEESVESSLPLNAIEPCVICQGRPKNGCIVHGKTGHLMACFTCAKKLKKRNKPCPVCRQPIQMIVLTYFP
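System: stable MDM2–luciferase fusion reporter cells / Input: 2000 cells seeded into each well / Schedule: 4 h settle plus 2 h compound, 37 °C / Compound: single-point 5 µM / Buffer or medium: cells held in DMEM / Benchmarks: control and blank well means / Evaluation: percent signal gain over controls, blank-subtracted / Measured by: luciferase luminescence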
* marks the source's active call; other numbers are inactive results; i = inactive; · = no result given; [ ] = another dose, or the depositor's remark. The order is random; 3.6% or so of the library scored in one or more.

SMILES	Calpain2 inh	eIF4E 4G PPI	TNF death inh	Cl transport mod	PERK inhibitor	EBV gp42 inh	L929 necroptosis	Rad51 HR inh	Mdm2 ligase inh
Cc1ccc(F)c(C2C3C=CCC(c4cccc(-c5ccc(N(C)C)cc5)c4)C3C(=O)N2Cc2ccccc2)c1 (centres undefined)	-95	0	-1.4	1.8	·	-27	0.8	8	24
Cn1c(=O)c(=O)n(C)c2cc(S(=O)(=O)N3CCC(Cc4ccccc4)CC3)ccc21	-126	0	0.3	·	0.4	25	1.0	-13	-16
Fc1cccc(-c2nn[nH]n2)c1	13	-1	-0.2	-0.14	0.5	-12	0.3	0	-16
Cc1cc(C(C)(C)C)oc1C(=O)O	-2	-1	0.2	0.68	-0.2	-13	2.5	9	-1
CC1=C(C(N)=O)C(c2cccc(OCc3ccccc3)c2)n2nnnc2N1 (centres undefined)	-6	-1	3.5	-0.058	0.8	-1	0.3	2	-5
O=C(NCc1cccs1)C1CCCN1C(=O)Nc1ccccc1 (centres undefined)	0	0	-1.3	5.6	1.3	-17	-0.2	-4	-18
CCOC(=O)CNS(=O)(=O)c1cc(-c2nn(C)c(=O)c3ccccc23)ccc1C	11	0	-1.9	-0.081	-0.5	6	-0.1	6	1
COc1ccc2c(c1)-c1nc(/N=C/c3ccc(O)cc3)sc1CC2	31	0[fluorescence artefact?]	-2.7	-0.2	0.2	12	0.3	·	-23
CCOC(=O)C1CCCN(c2c(NCCc3cccc(C)c3)c(=O)c2=O)C1 (centres undefined)	5	0	2.8	0.033	1.5	-10	0.3	·	-9
CCN1CCN(Cc2ccc(OC)c(OCc3ccccc3)c2)CC1	-27	-5	0.5	0.48	-0.9	-3	-0.1	-3	-3
C=CCSc1nnc(-c2ccncc2)n1-c1ccc(OCC)cc1	-3	2	-0.6	0.064	0.2	-9	1.1	16	-19
CCN(Cc1ccccc1)Cc1nc(CCc2ccccc2)no1	6	6	1.8	0.089	0.3	-6	0.5	·	-5
COc1ccc(OCCNC(=O)C(Cc2c[nH]c3ccccc23)NC(C)=O)cc1 (centres undefined)	-32	-1	0.7	·	0.3	-10	3.9	1	13
COc1ccc(NC(=O)C2CCCN(S(=O)(=O)c3cccnc3)C2)c(OC)c1 (centres undefined)	10	-2	0.2	0.27	0.1	-1	1.1	5	-15
CCC(C)[C@H](NC(=O)OC(C)(C)C)C(=O)N/N=C/C1=Cc2ccccc2OC1 (some centres undefined)	-197	0	1.0	-0.91	-0.4	7	3.2	-4	-14
Cc1ccc(CN2CCNC(=O)C2CC(=O)NCCCn2cccn2)o1 (centres undefined)	-30	-3	-0.1	0.33	1.4	-9	6.7	-1	-6
COC(=O)CSc1nc2ccccn2c(=O)c1C=O	-26	-4	-0.4	-0.21	0.8	10	0.3	-3	-8
CCCNC(=O)Nc1ccc(NC(C)=O)cc1	-2	-9	-0.8	0.11	0.3	-15	0.6	4	-3
CCc1cc[n+](CC(=O)Nc2ccc(Cl)cc2Cl)cc1	-24	1	0.8	-0.8	0.5	2	1.2	-7	-11
N#Cc1c(-c2ccccc2)ccn(Cc2cccc(Cl)c2)c1=O	-5	-3	-2.0	·	0.0	21	-0.3	1	5
CC(=O)C1=C(O)C(=O)N(CCC(=O)O)C1c1cccc(F)c1 (centres undefined)	12	-4	-0.5	0.083	1.0	2	2.5	-1	-4
CCc1nnc(NC(=O)Cn2nnc(-c3ccccc3F)n2)s1	-23	-13[fluorescence artefact?]	2.9	-0.6	1.3	-17	2.3	7	11
Cc1cc(C)cc(NC(=O)C/C(N)=N/O)c1	-19	4	-3.7	-0.13	0.6	-4	-0.1	0	-4
CCOC(=O)c1nnn(CC(=O)N2N=C(c3cccc4ccccc34)CC2c2ccccc2)c1C(=O)OCC (centres undefined)	-103	2	2.5	-1.2	-0.2	-5	0.7	-8	3
CC(C)c1ccccc1OCC(=O)NC1CCCc2ccccc21 (centres undefined)	26	0[fluorescence artefact?]	2.0	-0.49	0.3	1	0.1	0	-9
CC(C)CNC(=O)COC(=O)CCC(=O)c1ccc(F)cc1	-14	0[fluorescence artefact?]	0.3	0.027	0.6	-19	-0.3	-3	-13
Cc1nc(N(C)C)c2sc(=S)n(Cc3ccccc3)c2n1	19	4	-1.0	-0.91	0.4	0	-0.8	·	-24
CC(C)c1ccc(N(C(=O)c2cc3ccccc3oc2=O)C2C=CS(=O)(=O)C2)cc1 (centres undefined)	4	0	3.8	-2.7	0.3	-11	1.0	2	-8
COC(=O)C1=C(O)/C(=C\c2cc(C)n(-c3ccccc3F)c2C)N=C1C	3	-1	0.1	-0.5	0.0	13	1.3	-21	9
Cc1cc(-n2c(C)cc(C(=O)COC(=O)CN=C3NS(=O)(=O)c4ccccc43)c2C)no1	12	-3	-1.5	0.38	0.0	-17	0.5	6	8
Cc1ccc(Cn2c(SCCN3CCCCC3)nc3c2c(=O)n(C)c(=O)n3C)cc1	4	-6[fluorescence artefact?]	-0.6	·	-1.8	-21	-0.6	-3	-4
COC(=O)C1=C(C)OC(N)=C(C#N)C1c1ccc(OC)c(CSc2ccccn2)c1 (centres undefined)	-20	·	-6.2	1.1	-0.1	-7	0.8	-10	-16
Cc1ccc(OCCOc2ccc(Cl)cc2Cl)c([N+](=O)[O-])n1	10	1	0.9	-1.3	0.7	-7	0.2	·	-7
COc1cccc(NC(=O)c2nnn(CCc3ccccc3)c2N)c1	-29	0	-1.0	·	-1.0	-7	2.0	6	-12
Cc1cc(C)nc(Sc2c(C)nn(-c3ccccc3)c2C)n1	-2	4	0.3	-0.52	-0.3	-15	0.7	·	-7
Cn1nc(C(F)(F)F)c(C#N)c1N1CCN(c2ccccc2)CC1	10	-3	-0.6	-2	-1.8	-11	1.6	-3	-21
CCCOc1ccc(N2CC(C(=O)Nc3ncccc3C)CC2=O)cc1 (centres undefined)	-12	1	-13	0.11	-0.5	-16	-0.3	0	-13
Cn1c(=O)c2c(nc(Sc3ccccc3N)n2C)n(C)c1=O	8	5	-0.1	0.86	0.1	-9	-0.9	17	-12
Cc1cccc(CCNC(=O)C2CCCN(S(=O)(=O)c3cnc[nH]3)C2)c1 (centres undefined)	-7	6	1.9	-0.2	1.1	-2	-0.1	-7	-25
CCn1cc(C(=O)N2CCN(c3ccccn3)CC2)c2cc(OC)c(OC)cc2c1=O	-34	1	0.8	1.1	-0.5	-16	-0.9	-9	2
CCCNC(=O)C(NS(=O)(=O)c1ccc2c(c1)c(=O)n(C)c(=O)n2C)c1ccccc1 (centres undefined)	-12	-2	-0.2	·	-0.1	-13	-0.8	4	-7
COc1cc(CN2CCN(CCc3ccccc3)C(CCO)C2)cc(OC)c1 (centres undefined)	-23	-2	-0.6	·	0.0	-10	-0.1	9	-6
CC(OC(=O)c1snc(C(=O)NC2CCCCC2)c1N)C(=O)NC1CCCCC1 (centres undefined)	-27	2	-0.2	-0.29	-1.0	-18	-0.1	9	-14
CC(C)(C)n1nnnc1C(c1ccc(C(F)(F)F)cc1)N(Cc1ccccc1)Cc1ccco1 (centres undefined)	-8	2[fluorescence artefact?]	-1.3	0.082	1.0	-23	-0.2	·	-37
NC(=O)CSc1nc(C2CC2)nc2sc3c(c12)CCCC3	7	-2	-3.1	2	0.6	-10	8.4	-7	5
O=c1oc2ccccc2cc1-c1ccccc1	-129	-3	-1.0	-2.4	0.6	-10	0.2	-47	-2
COc1ccc(C2CC(c3ccccc3)=NN2c2ccc(/C=N/NC(=O)c3ccncc3)cc2)cc1 (centres undefined)	-29	-24	-2.8	-1.1	-0.5	-36	-0.5	-8	-19
O=C(COC(=O)c1ccc(NS(=O)(=O)c2ccc(F)c(F)c2)cc1)NCC1CCCO1 (centres undefined)	10	1	0.7	-0.58	1.1	-4	-0.2	·	·

Two entries from above, field by field:
CCCNC(=O)C(NS(=O)(=O)c1ccc2c(c1)c(=O)n(C)c(=O)n2C)c1ccccc1 (centres undefined)
- Calpain2 inh = -12
- eIF4E 4G PPI = -2
- TNF death inh = -0.2
- Cl transport mod = ·
- PERK inhibitor = -0.1
- EBV gp42 inh = -13
- L929 necroptosis = -0.8
- Rad51 HR inh = 4
- Mdm2 ligase inh = -7
COc1cc(CN2CCN(CCc3ccccc3)C(CCO)C2)cc(OC)c1 (centres undefined)
- Calpain2 inh = -23
- eIF4E 4G PPI = -2
- TNF death inh = -0.6
- Cl transport mod = ·
- PERK inhibitor = 0.0
- EBV gp42 inh = -10
- L929 necroptosis = -0.1
- Rad51 HR inh = 9
- Mdm2 ligase inh = -6

Next part.
SMILES	Calpain2 inh	eIF4E 4G PPI	TNF death inh	Cl transport mod	PERK inhibitor	EBV gp42 inh	L929 necroptosis	Rad51 HR inh	Mdm2 ligase inh
Cc1cccc(C)c1NCc1nnc(SCC(=O)Nc2nc(-c3ccccc3)cs2)n1-c1ccccc1	11	6	1.5	-0.24	0.8	2	0.5	-13	2
COC(=O)C1C(c2ccccc2)C(C(=O)OCc2ccco2)C1c1ccccc1 (centres undefined)	-1	-4[fluorescence artefact?]	-1.1	-0.11	0.3	1	0.2	-6	-13
O=C(SCC(O)C(O)CS)c1cccs1 (centres undefined)	10	-9	0.5	0.024	·	-23	0.7	1	-8
CCOC(=O)c1c(NC(=O)c2ccco2)n(C2CCCCC2)c2nc3ccccc3nc12	i	5	-4.6	-0.57	-1.2	2	0.1	-5	-14
COc1cc(NC(=O)c2ccccc2Cl)ccc1NC(=O)c1cccs1	27	-3	1.2	-0.085	-0.2	-4	-0.7	0	-6
Cc1noc(C)c1COC(=O)[C@H](C)NS(=O)(=O)c1ccc(Cl)c(Cl)c1	18	2	0.8	·	-0.9	-22	-0.3	9	2
CCOc1cc(S(=O)(=O)N2CCN(c3ccc(F)cc3)CC2)c(OCC)cc1-n1cnnn1	-4	-1	-1.9	-0.029	1.6	-19	-0.1	-3	-5
CC(C)CC(=O)Nc1cccc(-c2nc3ccccc3[nH]2)c1	-6	-10	4.0	·	-0.3	5	1.6	-1	·
Cc1ccc(C(=O)Nc2nccs2)cc1S(=O)(=O)N1CCCCC1	-4	-3[fluorescence artefact?]	4.2	-2	-1.2	8	67	4	-17
O=C(Nc1ccccc1C(=O)NCCCn1ccnc1)c1ccc(Cl)cc1Cl	12	-1	2.1	0.063	-1.1	-8	-0.8	6	-6
COc1ccc(C(C)C)cc1S(=O)(=O)Nc1ccncc1	10	-3	-0.2	0.71	-0.4	1	-0.8	-10	-88
O=C(O)c1ccc(CSc2nnnn2C2CCCCC2)cc1	-8	-1	-1.5	-0.71	1.1	-20	0.5	1	-14
Cc1ccc(Nc2nc(C)c3c(n2)CC(C)CC3=O)c(C)c1 (centres undefined)	5	6	-2.5	-1.5	-1.6	-11	-0.2	-22	-27
O=C(O)c1n[nH]nc1-c1ccccc1	-17	-2	-0.4	·	0.4	-19	0.4	23	-6

5 entries already listed, sorted by the number in eIF4E 4G PPI, highest first:
| SMILES | eIF4E 4G PPI |
| --- | --- |
| Cc1ccc(Nc2nc(C)c3c(n2)CC(C)CC3=O)c(C)c1 (centres undefined) | 6 |
| CCOC(=O)c1c(NC(=O)c2ccco2)n(C2CCCCC2)c2nc3ccccc3nc12 | 5 |
| CCOc1cc(S(=O)(=O)N2CCN(c3ccc(F)cc3)CC2)c(OCC)cc1-n1cnnn1 | -1 |
| COc1ccc(C(C)C)cc1S(=O)(=O)Nc1ccncc1 | -3 |
| O=C(SCC(O)C(O)CS)c1cccs1 (centres undefined) | -9 |

Bioassay records deposited in PubChem BioAssay by several laboratories.
